Compound activity (PubChem BioAssay)
CD11b adhes inh: inhibitors of human CD11b/CD18 binding to fibrinogen | P05107+P11215 | K562 CD11b/CD18 adhesion to fibrinogen, ATPlite luminescence; Mn2+ added to activate the integrin | inhibition, % at 10 µM | 93,000 compounds, 0.54% hits | AID 1497;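 active means primary inhibition of 50% or more at 10 µM, then 40% or more on retest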; further: some results filed as inactive read as strong as hits
Pyk2 oligo antag: Pyk2 (human) oligomerization antagonism | Q14289 | Q293 cells, Pyk2 FERM NanoBiT luminescence; active compounds read low | z-score (the deposit names both 25 µM and 10 µM) | 99,000 compounds, 0.83% hits | AID 1347419;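 active means Z-score of -3 or lower, scaled per plate to the spread of control and sample wells; inactive means z-score above -3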;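 further: negative z-score means lost luminescence so less FERM oligomerization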
CYP2C9 activ: increases human cytochrome P450 2C9 activity. P11712. recombinant CYP2C9, luciferin-H conversion, luminescence; active compounds read high; factor 1 = untreated enzyme, 0 = blocked. activation factor at 5 µM. 96,000 compounds, 1.4% hits;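 active means activation factor of 2 or more for CYP2C9 at a 5 µM dose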;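 further: 0 = sulfaphenazole-blocked wells and 1 = vehicle-only wells; values of inactives mirror those of a sister screen read the other way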
Target sequence (P11712 whole entry, looked up): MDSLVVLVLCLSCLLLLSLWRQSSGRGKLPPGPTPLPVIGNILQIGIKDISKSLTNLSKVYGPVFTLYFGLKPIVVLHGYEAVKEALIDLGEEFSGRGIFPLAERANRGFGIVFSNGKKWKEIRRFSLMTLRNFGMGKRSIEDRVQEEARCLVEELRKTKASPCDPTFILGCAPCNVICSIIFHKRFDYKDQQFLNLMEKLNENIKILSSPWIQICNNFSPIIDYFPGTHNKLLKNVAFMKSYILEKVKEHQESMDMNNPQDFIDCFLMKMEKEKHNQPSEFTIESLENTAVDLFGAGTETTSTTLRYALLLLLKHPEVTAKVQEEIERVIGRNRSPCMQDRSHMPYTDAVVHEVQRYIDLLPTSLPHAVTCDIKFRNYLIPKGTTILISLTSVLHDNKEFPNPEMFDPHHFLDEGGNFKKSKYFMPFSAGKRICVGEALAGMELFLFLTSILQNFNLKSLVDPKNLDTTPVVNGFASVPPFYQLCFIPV
CYP2C19 activ: increases human CYP2C19 enzyme activity. activation factor at 5 µM. P33261. 96,000 tested, under 10 active. recombinant CYP2C19, luciferin-H EGE luminescence; active compounds read high; 0 = fully inhibited enzyme, 1 = untreated enzyme;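 active means activation factor of at least 2 at 5 µM in the primary screen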;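 further: 0 = wells with 2.5 mM tranylcypromine and 1 = vehicle-only wells; values of inactives mirror those of a sister screen read the other way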
Target sequence (P33261 whole entry, looked up): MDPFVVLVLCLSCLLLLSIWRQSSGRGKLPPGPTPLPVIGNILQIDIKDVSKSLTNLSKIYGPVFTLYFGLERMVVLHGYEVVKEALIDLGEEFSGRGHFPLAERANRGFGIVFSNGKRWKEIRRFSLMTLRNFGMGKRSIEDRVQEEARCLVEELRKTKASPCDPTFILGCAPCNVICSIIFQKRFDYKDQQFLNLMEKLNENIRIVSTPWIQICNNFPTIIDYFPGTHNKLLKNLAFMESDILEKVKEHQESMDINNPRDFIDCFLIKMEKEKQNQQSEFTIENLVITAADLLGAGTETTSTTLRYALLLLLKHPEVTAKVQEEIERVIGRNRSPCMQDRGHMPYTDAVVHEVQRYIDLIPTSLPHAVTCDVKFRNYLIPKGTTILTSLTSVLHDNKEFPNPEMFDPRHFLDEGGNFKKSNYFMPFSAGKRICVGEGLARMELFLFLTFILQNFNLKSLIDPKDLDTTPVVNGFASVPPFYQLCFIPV
CYP2C9 inh: blocks human cytochrome P450 2C9; P11712; CYP2C9 Supersomes, luciferin-H conversion, luminescence; inhibition, % at 5 µM; 96,000 compounds, 20% hits;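 active means blocking of liver enzyme CYP2C9 beyond about 50% at 5 µM, limit read from the data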; further: values of inactives mirror those of a sister screen read the other way
CYP2C19 inh: human CYP2C19 inhibition. P33261. CYP2C19 Supersomes, luciferin-H EGE luminescence, 30 min. inhibition, % at 5 µM. 96,000 compounds, 21% hits. AID 778;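 active means CYP2C19 inhibition above a set limit at 5 µM in the primary screen, cut at about 50% in these data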;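 further: plate controls were negative control wells for no effect and 2.5 mM tranylcypromine positive control for full effect; values of inactives mirror those of a sister screen read the other way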
CD11b adhes enh: CD11b/CD18-fibrinogen binding enhancement; activation, % at 10 µM; P05107+P11215; AID 1499; 93,000 compounds, 0.07% hits; K562 CD11b/CD18 adhesion to fibrinogen, ATPlite luminescence;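 active means 10 µM primary screen giving 50% or more activity, confirmed by 40% or more on retest at that dose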; further: strong numbers were not always called active; reference of the scale not given here
MT1-MMP txn act: MT1-MMP promoter transcription activation. HT1080 MT1-MMP promoter luciferase reporter, luminescence, overnight; active compounds read high. activation factor at 10 µM. 86,000 compounds, 0.16% hits;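 active means activation factor of at least 2 for MT1-MMP transcription at 10 µM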
PLAP act: activates human placental alkaline phosphatase; 96,000 compounds, 1.2% hits; AID 696; purified PLAP enzyme, luminescent substrate read-out; active compounds read high; activation fold at 20 µM; in the data active means activation fold above about 2
An asterisk follows results filed as active; x = no result given; & = joins results of further samples. Rows were taken by chance; overall some 31% were active at least once.

CYP2C9 activ	PLAP act	CYP2C19 activ	MT1-MMP txn act	CYP2C9 inh	CD11b adhes enh	Pyk2 oligo antag	CD11b adhes inh	CYP2C19 inh	SMILES
0.9	1	1	x	12	-2	x	-4	1	CC1Cc2ccccc2N1C(=O)CSc1nc(N)cc(=O)[nH]1 (centres undefined)
1.9	0.7	0.9	1.2	-88	-1	0.93	-5	11	Cc1oc(-c2ccccc2)cc1C(=O)Nc1cccc2ccccc12
1.1	0.9	1.1	x	-10	-2	0.37	1	-9	COc1ccc(-c2nnn(CC(=O)N3CCOCC3)n2)cc1
1.4	1	0.6	1.1	-44	-3	0.65	-4	40	c1csc(-c2cnc3n2CCCC3)c1
0.5	2.2*	0.5	1.4	52*	0	0.32	-14	54*	O=c1oc2c(CN3CCCCC3)c(O)ccc2cc1-c1nc2ccccc2[nH]1
0.8	0.6	0.8	1	18	-5	1.1	-13	17	Cc1cccc(NC(=O)Cn2c(=O)n(CCC(=O)NC3CCCC3)c(=O)c3ccccc32)c1
0.5	1.1	0.6	1.1	55*	0	2	-6	44	COC(=O)c1c(C)[nH]c(C(C)=O)c1C
1	1	1.1	1.1	5	-1	0.01	-2	-10	CCS(=O)(=O)c1ccc(O)c(NC(=O)c2cc(OC)c(OC)c(OC)c2)c1
1	0.9	1	1.1	3	-3	-0.04	-11	3	CCOC(=O)CCc1c(C)n(CC)c2cc(-c3ccccc3OC)nn2c1=O
0.7	1.4	0.9	1	34	0	-1.4	-6	6	Cc1nnc(NC(=O)CSc2nnc(Cc3ccccc3)n2-c2ccccc2)s1
2.3*	0.8	0.2	1.1	-129	1	x	-1	78*	CCOc1ccccc1CNS(=O)(=O)c1ccc2c(c1)oc(=O)n2C
0.9	1	0.8	1.1	8	1	0.57	-14	22	CCC(=O)N(Cc1cc2ccccc2[nH]c1=O)C(C)C

Some entries already given, limited to CD11b adhes inh and Pyk2 oligo antag.
| SMILES | CD11b adhes inh | Pyk2 oligo antag |
| --- | --- | --- |
| Cc1oc(-c2ccccc2)cc1C(=O)Nc1cccc2ccccc12 | -5 | 0.93 |
| COc1ccc(-c2nnn(CC(=O)N3CCOCC3)n2)cc1 | 1 | 0.37 |
| c1csc(-c2cnc3n2CCCC3)c1 | -4 | 0.65 |
| O=c1oc2c(CN3CCCCC3)c(O)ccc2cc1-c1nc2ccccc2[nH]1 | -14 | 0.32 |

(further entries)
CYP2C9 activ	PLAP act	CYP2C19 activ	MT1-MMP txn act	CYP2C9 inh	CD11b adhes enh	Pyk2 oligo antag	CD11b adhes inh	CYP2C19 inh	SMILES
1	0.9	0.4	1.1	2	-2	0.97	-40	62*	COc1cc(OC)cc(C(=O)NCc2cccnc2)c1
0.8	0.9	0.9	1.2	19	2	x	4	12	Cn1c(SCC(=O)Nc2ccc(F)cc2F)nnc1-c1cccnc1
1	0.8	0.9	1.2	4	-3	-0.03	-2	5	O=C(NC1CCN(C(=O)Nc2ccccc2)CC1)C1CCCCC1
0.6	0.9	0.9	1.3	36	0	-0.8	3	7	Cc1ccc2[nH]c(-c3cccc(N)c3)cc2c1
0.8	1.1	0.9	1	17	-1	x	-19	14	Cc1sc2ncnc(NCCCO)c2c1C
1.3	1	0.9	1.2	-32	-2	0.28	-6	10	CCCn1nnc(NC(=O)c2ccccc2Br)n1
0.5	1	0.8	x	51*	1	-0.3	-4	17	Cc1ccc([N+](=O)[O-])cc1N/C=C/C(=O)c1ccco1
0.8	1.2	0.8	1.1	24	0	x	-3	16	O=C(NC1CCCC1)C(c1ccc(Cl)cc1)N1CCOCC1 (centres undefined)
0.4	1.5	0.5	1.8	57*	-3	0.28	-4	53*	COc1ccc(C(=O)CSc2nnc(-c3cccnc3)n2Cc2ccco2)cc1
1.1	1.1	0.9	1	-11	4	0.56	4	12	CCOc1cc(C(=O)N2CCCC2)cc(OCC)c1OCC
0.6	1.3	1	1.4	43	-2	-0.54	-9	4	COCc1nnc(NC(=O)c2sc3ccccc3c2Cl)s1
0	1.3	0.7	1.1	99*	-10	0.82	96*	29	O=C(NCc1ccco1)c1sc(=S)n2c1[nH]c(=O)c1ccccc12
0.3	1.7	0.6	1.1	68*	1	-0.57	17	44	CCOC(=O)c1sc2nc(CSc3nc4ccccc4n3CC)[nH]c(=O)c2c1C
1.3	1	0.6	1	-33	0	-0.12	-11	37	Cc1ccc2nsnc2c1S(=O)(=O)N1CCCC1
0.4	1.3	0.7	x	64*	7	-1.6	3	30	C=CCn1c(CCC(=O)Nc2ccc(C)c(Cl)c2)nnc1SCC(=O)Nc1ccccc1C
0.9	1.6	1	1.1	5	0	-0.45	2	-4	CC(=O)c1ccc(-n2nnnc2SCC(=O)N2CCN(C(=O)c3ccco3)CC2)cc1
0.6	1	0.3	x	37	x	0.23	x	74*	CC(=O)OCc1c(C(F)(F)F)nn(C)c1Oc1cccc(C(F)(F)F)c1
0.5	1.1	0.5	1.2	46	-1	0.87	-36	52*	Cc1ccc(OCC(=O)Sc2ccc(C)cc2)cc1
1.1	1	1	x	-10	-3	1.2	-22	5	Fc1cccc(Oc2nc3ccccc3n3cccc23)c1
0.4	0.9	0.4	1.5	62*	-4	-0.24	-7	64*	CCOc1ccc(C2C=C(c3ccccc3)Nc3nnnn32)cc1 (centres undefined)
1.9	1	1.2	1.1	-87	5	x	-8	-22	CCOc1ccc(Cn2nnc(C(=O)Nc3ccc(OC)cc3OC)c2N)cc1
0.8	1.5	0.7	1.4	25	4	-0.44	1	33	CN1C(=O)CC(N2CCN(C(c3ccccc3)c3ccccc3)CC2)C1=O (centres undefined)
1	0.9	1	1.1	-2	-2	1.1	-3	-2	COc1ccc(N2C(=O)CC(n3c(CCCCO)nc4ccccc43)C2=O)cc1 (centres undefined)
1.2	1.2	0.8	1.4	-22	2	1	-2	23	Cc1nnc(Oc2ccccc2F)c2ccccc12
0.9&0.5	1.1&1.5	0.9&0.8	1.1&1	8&45	-2&-4	-1.9	-6&-1	7&22	CCOC(=O)c1c(CN2CCOCC2)n(C)c2cc(Br)c(O)c(CN(C)C)c12
0.6	1	0.5	1.1	35	-1	0.23	-40	47	C#CCOC(=O)C(NC(=O)c1ccccc1)=C(C)C
1	1.1	1	x	2	-2	0.07	-1	-3	O=C(OC1CCN(c2ncc(C(F)(F)F)cc2Cl)CC1)c1cccc(C(F)(F)F)c1
0.8	1.2	0.9	1.3	25	-4	-0.02	2	10	Cc1nc2nc[nH]n2c(=O)c1CCC(C)C
1	1.1	0.8	1.3	4	-2	1.7	-12	16	CCCC(=O)C1=C(SCC)CC(C)(C)C(C(=O)OC)C1=O (centres undefined)
1.1	0.9	1	1.2	-6	-1	0.78	1	0	COCC(=O)Nc1cc(OC)cc(OC)c1
0.8	1.1	0.9	1.1	17	x	-0.68	x	7	CCCS(=O)(=O)c1c(S(=O)(=O)CCC)c2c(C)cccn2c1C(=O)OC
0.9	0.9	1	1.2	12	1	-0.43	-5	4	NS(=O)(=O)c1ccc(NC(=O)CSC2CCCCC2)cc1
0.9	1.4	1.1	1	8	6	0.55	-4	-10	COc1cc(C2NC(=O)NC(C)=C2C(=O)OC(C)(C)C)ccc1OCC(N)=O (centres undefined)
0.5	0.9	0.9	x	50*	-7	x	-1	8	CCC(=O)n1nc(-c2ccc(Cl)cc2)nc1NCc1ccccc1
0.5	1	0.9	x	48	4	-0.73	3	10	CCN(CC)S(=O)(=O)c1ccc(C(=O)NC2=C(C(=O)OC)SCC2)cc1
0.5	1.1	0.9	0.6	47	1	0.49	16	13	Cc1ccc(-c2noc(CCC(=O)NCc3ccco3)n2)cc1
0.9	1	0.9	1.1	10	0	0.33	-14	15	Cc1noc(C)c1S(=O)(=O)NC1CCCc2ccccc21 (centres undefined)
1.1	1.4	0.8	1.1	-6	-3	0.76	-3	25	O=C(CN1C(=O)CSC1=O)Nc1ccc(C(=O)O)cc1
0.8	1.1	0.6	1.1	22	x	0.34	x	35	C=CCC(C)(NCc1ccccc1)c1ccco1 (centres undefined)
1.2	1.3	1.3	1.2	-24	-5	1.4	0	-26	CC(=O)NC1(C(F)(F)F)C(=O)Nc2c1c(=O)[nH]c(=O)n2Cc1ccco1 (centres undefined)
0.8	1.1	0.8	1	24	-4	-1.8	3	15	COc1ccccc1Nc1ncccc1C(=O)NCc1ccccc1
1.1	1	0.9	1.1	-14	-2	2.6	5	13	CCn1c(=N)n(CC(O)COc2cccc(C)c2)c2ccccc21 (centres undefined)
1.3	0.8	1	1.2	-25	-3	0.5	-10	0	CC1(C)CC(=O)C=C(N2CCNCC2)C1
1.3	0.9	0.7	1.2	-27	-2	-0.63	-3	27	COc1cccc(-n2nnc3c(=O)n(Cc4ccc(F)cc4)cnc32)c1
1.2	1.2	1.1	1.3	-19	-1	-0.09	5	-11	CC(C)C1Cc2c(sc3c2c(=O)n(Cc2ccccc2)c2nncn32)CO1 (centres undefined)
1	1	1	1	-1	1	1.2	1	-1	Nc1nc(SCc2c(F)cccc2Cl)[nH]c(=O)c1-c1ccccc1
0.4	1.4	0.3	1.1	58*	1	-2.1	-9	75*	CCc1ccccc1N(C(=O)CCC(=O)Nc1cc(C)on1)C(C(=O)NC1CCCC1)c1ccco1 (centres undefined)
0.7	1.1	0.9	1.2	26	-3	1.4	-2	11	CCOC(=O)N1CCC(NC(=O)c2cc(C(=O)Nc3ccc(OCC)cc3)ccc2CO)CC1
1.1	1.5	1.1	0.9	-10	1	x	14	-10	O=C1CC(c2ccccc2)n2nc(NC(=O)c3cccnc3)nc2N1 (centres undefined)
0.8	1	0.9	1.2	18	2	-0.12	1	11	Cc1cc(NC(=O)C(C)C)ncc1NC(=O)c1cccc(F)c1
0.3	1.8	0.3	1.1	67*	1	1.4	-7	67*	CCN(CC(=O)NCc1ccc(F)cc1)CC(O)COCc1cccc(OC)c1 (centres undefined)
1.2	1	1	1.3	-25	-1	1.9	0	0	COC(=O)CN(n1cnnc1)S(=O)(=O)c1ccccc1Cl
0.9	1.4	0.2	1.3	13	0	0.21	-7	77*	CCOC(=O)C1CCN(Cc2ccccc2C)CC1
0.8	0.8	0.5	1.1	19	-3	0	-16	50*	CCOC(=O)C(NC(=O)Nc1ccc(F)cc1)(OCC)C(F)(F)F (centres undefined)
0.9	1	0.8	1.1	14	-4	0.14	-42	16	Cc1nnc(C)n1/N=C/c1ccccn1
1	0.9	0.9	1.1	3	-2	x	-6	13	Cc1nc2ccccc2c(=O)n1NC(=O)c1c(O)c2ccccc2n(C)c1=O
0.8	0.9	0.7	1.6	22	2	0.75	-2	32	Cc1cc2ncn(CCOc3ccccc3)c2cc1C
1.1	0.9	0.9	1.1	-12	2	x	-7	13	COc1ccc(NC(C)=O)cc1NC(=O)CSc1nnc(-c2ccccc2)n1N
0.9	1.1	1.1	1.2	7	x	-0.07	x	-11	O=C(CSc1nnc(SCC(=O)c2ccco2)s1)c1ccco1
0.6	1.4	0.3	1.1	43	-2	-0.06	7	72*	Oc1ccccc1/C=N/Nc1nccnc1Cl
0.1	1.1	0.8	x	85*	2	-1.8	-11	19	CCc1cc(C(c2ccccc2OC)N2CCOCC2)c(NC(=O)c2ccccc2)s1 (centres undefined)
0.1	1	0	1.4	94*	-1	-0.07	8	100*	CSc1ccc(S(=O)(=O)Nc2ccc(NC(C)=O)cc2)cc1
0.9	0.9	1	1.1	13	-3	-2	0	2	Cc1cc(NC(=O)c2cnn3c(C(F)F)cc(-c4ccccc4)nc23)no1

A few values from the entries so far:
`Cc1nnc(C)n1/N=C/c1ccccn1` in CD11b adhes inh → -42
`Cc1cc(NC(=O)C(C)C)ncc1NC(=O)c1cccc(F)c1` in PLAP act → 1
